HT1080 IDH1KD tx: toxicity to HT-1080 IDH1 knockdown cells (counter line) | actives 2% (n = 360,000) | HT-1080 IDH1 knockdown viability, ATP luminescence, 48 h | Potency, µM (doses to about 46.1 µM), inactives show top-dose activity, negative = toxicity, actives largely listed as cytotoxic;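 further: potency means the concentration at half of the fitted maximal effect; 0% = DMSO wells and -100% = cell-free medium wells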
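CellTiter-Glo luminescence after 48 h compound exposure at 37 degrees C of IDH1-knockdown HT-1080 cells in 5% FBS RPMI. %Activity scaled between DMSO wells and cell-free media wells, with curves fitted and assigned curve classes.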
SW480 rerep: DNA re-replication induction in SW480 cells; SW480 DNA re-replication, Hoechst DNA content imaging, 48 h; Potency, µM (highest dose often 46.1 µM), inactives show at the top dose re-replication activation, most hits filed as activators; actives 1.8% (n = 340,000); further: potency means the concentration at half of the fitted maximal effect; % of control where 0% means no effect; nearly all actives have a fitted effect of over 55% in size
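250 cells/well; 23 nL cpd via pin tool; 48 hr, 37 C, 5% CO2; Hoechst 40 min; imager read of total nuclear intensity, ex 405/em 500-530 nm.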
MCF10A rereplic: DNA re-replication induction in MCF 10a cells; MCF 10A DNA re-replication, Hoechst nuclear intensity, 48 h; Potency, µM (series often up to 46.1 µM), without a hit: top-dose activity, positive = re-replication, most hits filed as activators; actives 2.9% (n = 350,000); further: potency means the concentration at half of the fitted maximal effect; % of control where 0% means no effect; nearly all actives have a fitted effect of over 50% in size
KB-V1 MDR tox: kills drug-selected multidrug resistant KB-V1 cells; KB-V1 MDR cells viability, CellTiter-Glo, 72 h; Potency, µM (series often up to 46.1 µM), for inactives: at the highest dose activity change, negative = cytotoxicity, hits mostly cytotoxic; actives 3.4% (n = 400,000); AID 1347076; further: potency means the concentration at half of the fitted maximal effect; on the % scale 0 is the no-effect control and ±100 the full control effect; nearly all actives have a fitted effect of over 60% in size
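Following 72 h at 37 degrees C with compound, KB-V1 cell viability was read by CellTiter-Glo luminescence, medium being phenol-red-free DMEM plus 10% FBS; concentration-response parameters came from normalized, curve-fitted qHTS data.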
IL-1B inflam inh: inhibitors of inflammasome signaling (IL-1 beta secretion). actives 4.7% (n = 360,000). THP-1 LPS/ATP IL-1B secretion, AlphaLISA, 16 h; hits give low values. AID 743279. activity change, % at 57.5 µM; in the data active means activity change below about -50%; inconclusive means mostly about -30% to -49%; further: on the % scale 0 is the no-effect control and ±100 the full control effect
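THP-1 cells pretreated 1 hr with compounds (up to 57.5 uM final), then stimulated with LPS (250 ng/mL final) plus ATP (1.25 mM final); secreted IL-1B measured by AlphaLISA after 16 hr, decreased signal indicating inhibition.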
KB-3-1 cytotox: kills parental KB-3-1 adenocarcinoma cells; Potency, µM (top dose mostly 46.1 µM), without a hit: top-dose activity change, negative = cytotoxic, hits mostly cytotoxic; KB-3-1 viability, CellTiter-Glo ATP luminescence, 72 h; actives 1.4% (n = 400,000); AID 1347075; further: potency means the concentration at half of the fitted maximal effect; on the % scale 0 is the no-effect control and ±100 the full control effect; nearly all actives have a fitted effect of over 60% in size
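Viability of parental KB-3-1 cells, measured by CellTiter-Glo luminescence, followed a 72 h incubation at 37 °C with pinned compounds in phenol-red-free DMEM containing 10% FBS.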
HT1080NT lethal: kills 2HG-producing HT-1080-NT fibrosarcoma cells | Potency, µM (top dose mostly 46.1 µM), inactives show top-dose activity, negative = less viability, most hits filed as cytotoxic | HT-1080-NT fibrosarcoma viability, CellTiter-Glo ATP luminescence, 48 h | actives 1.6% (n = 360,000) | AID 686970;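 further: NT is the 2HG producing partner of a matched IDH1 knockdown line; potency means the concentration at half of the fitted maximal effect; 0% = DMSO-treated cells and -100% = media-only wells without cells; nearly all actives have a fitted effect of over 55% in size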
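Viability of the 2HG-overproducing fibrosarcoma line after 48 hours of compound exposure at 37 degrees C was determined by luminescence with CellTiter-Glo, and concentration-effect curves were then fitted and categorized.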
WRN helicase inh: blocks human WRN helicase; Q14191; WRN helicase unwinding, fluorescent forked duplex, kinetic; Potency, µM (titrated, usually from 114 µM), without a hit: at the highest dose activity change, negative = inhibition, usual class: inhibitors; actives 0.46% (n = 360,000); AID 651768; further: potency means the concentration at half of the fitted maximal effect; on the % scale 0 is the no-effect control and ±100 the full control effect; nearly all actives have a fitted effect of over 55% in size
Target sequence (Q14191 whole entry, looked up): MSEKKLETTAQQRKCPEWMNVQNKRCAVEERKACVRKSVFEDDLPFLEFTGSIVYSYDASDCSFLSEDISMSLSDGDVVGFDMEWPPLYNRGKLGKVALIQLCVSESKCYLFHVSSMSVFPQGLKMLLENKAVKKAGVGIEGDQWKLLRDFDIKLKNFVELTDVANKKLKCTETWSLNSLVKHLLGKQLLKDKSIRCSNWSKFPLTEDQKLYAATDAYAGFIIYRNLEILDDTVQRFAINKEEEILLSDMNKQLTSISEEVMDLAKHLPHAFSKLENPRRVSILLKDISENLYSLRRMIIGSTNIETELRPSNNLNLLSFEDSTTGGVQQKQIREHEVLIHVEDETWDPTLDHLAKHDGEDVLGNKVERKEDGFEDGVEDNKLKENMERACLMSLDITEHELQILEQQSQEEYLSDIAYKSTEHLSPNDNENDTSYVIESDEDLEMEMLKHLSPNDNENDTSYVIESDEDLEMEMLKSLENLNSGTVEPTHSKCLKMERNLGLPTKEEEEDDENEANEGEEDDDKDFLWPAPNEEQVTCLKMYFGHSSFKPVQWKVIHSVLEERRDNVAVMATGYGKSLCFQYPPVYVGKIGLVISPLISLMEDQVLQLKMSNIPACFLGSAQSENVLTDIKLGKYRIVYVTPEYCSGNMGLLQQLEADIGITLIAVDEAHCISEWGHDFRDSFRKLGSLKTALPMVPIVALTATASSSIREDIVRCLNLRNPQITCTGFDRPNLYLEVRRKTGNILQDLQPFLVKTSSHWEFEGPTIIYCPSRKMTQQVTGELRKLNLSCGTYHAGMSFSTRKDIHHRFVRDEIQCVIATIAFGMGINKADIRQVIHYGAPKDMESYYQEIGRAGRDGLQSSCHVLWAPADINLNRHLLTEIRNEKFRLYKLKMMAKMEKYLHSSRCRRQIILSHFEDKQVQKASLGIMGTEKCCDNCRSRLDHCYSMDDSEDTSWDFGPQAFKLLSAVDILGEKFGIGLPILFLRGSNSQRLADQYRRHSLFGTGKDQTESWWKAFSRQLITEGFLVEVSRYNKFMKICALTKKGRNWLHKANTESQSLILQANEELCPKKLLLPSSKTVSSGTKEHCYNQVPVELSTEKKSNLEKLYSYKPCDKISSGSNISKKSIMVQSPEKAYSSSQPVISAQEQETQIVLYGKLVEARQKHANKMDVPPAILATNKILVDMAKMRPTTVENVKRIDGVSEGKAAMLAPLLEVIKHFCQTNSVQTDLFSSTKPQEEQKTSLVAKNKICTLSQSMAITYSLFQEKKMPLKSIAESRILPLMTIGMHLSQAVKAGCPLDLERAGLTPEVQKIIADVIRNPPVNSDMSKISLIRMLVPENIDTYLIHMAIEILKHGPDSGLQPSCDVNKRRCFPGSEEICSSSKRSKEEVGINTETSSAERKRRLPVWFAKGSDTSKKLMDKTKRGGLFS
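Fluorescence dequenching readout, ex 525 nm/em 598 nm, kinetic mode: forked duplex DNA (100 nM final) with adjacent fluorophore and quencher unwound by WRN (20 nM final) with 2 mM ATP. Compound preincubation 15 min, room temperature.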
ATXN2 expr inh: inhibitors of ATXN2 expression; HEK-293 ATXN2-luciferase reporter, luminescence, 24 h; Potency, µM (series often up to 57 µM), for inactives: at the highest dose activity change, negative = inhibition, actives largely listed as inhibitors; actives 0.72% (n = 360,000); further: potency means the concentration at half of the fitted maximal effect; on the % scale 0 is the no-effect control and ±100 the full control effect; nearly all actives have a fitted effect of over 55% in size
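qHTS (up to 57 uM final) was run with 24 h compound exposure of reporter cells at 37 °C. Each well was multiplexed: SteadyGlo luminescence measured ATXN2-luciferase expression after a fluorogenic Gly-Phe-AFC viability readout (25 uM final).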
The depositor's hits bear a star; ? = inconclusive; . = not tested or not shown; [ ] = another dose, or the depositor's remark. Unless noted, the call rests on the fitted dose curve; in most records, active means well fitted curve in the direction sought with a large enough effect; inconclusive means small, poorly fitted or top-dose-only effect, or another doubt; inactive means no such curve, though single readings can be large; an effect the other way counts as inactive or inconclusive.

SMILES	HT1080 IDH1KD tx	SW480 rerep	MCF10A rereplic	KB-V1 MDR tox	IL-1B inflam inh	KB-3-1 cytotox	HT1080NT lethal	WRN helicase inh	ATXN2 expr inh
CCn1c(CCNC(=O)c2ccco2)nc2ccccc21	39%	0%	2%	?	-15	12%	24%	-1%	13%
C=CCN=C1NN=C(c2cc(C)n(CCOC)c2C)CS1	8%	-1%	0%	15%	-13	0%	9%	-11%	-23%
Cc1ccnn1CCSCC(=O)O	15%	0%	21µM*	0%	-9	6%	-2%	2%	-2%
COc1cc2c(cc1OC)CN(C(=S)Nc1ccccc1)CC2	4%	6%	-7%	?	-14	-6%	0%	1%	-6%
COc1ccc(C)cc1S(=O)(=O)Nc1cccnc1	1%	-2%	4%	-7%	16	8%	8%	4%	-3%
CCN(CC(=O)Nc1ccccc1C(F)(F)F)C(=O)c1cccc(N2C(=O)CCC2=O)c1	10%	0%	0%	19%	10	0%	8%	6%	-5%
Cc1ccc(-n2nc(C)c3c(C)cc(=O)[nH]c32)cc1	?	-12%	4%	?	21	13%	-10%	-1%	27%
O=C(/C=C/c1ccc(Cl)cc1Cl)N(Cc1ccccc1)C1CCS(=O)(=O)C1 (stereo unspecified)	?	.	-1%	?	?	13%	-25%	-28%	-10%
COc1cc(C(=O)NCC(c2ccco2)N2CCCC2)ccc1OCc1ccccc1 (stereo unspecified)	-4%	11%	?	?	-25	-5%	-10%	5%	6%
CCC1CCCCN1C(=S)NC(=O)c1ccc(F)c(S(=O)(=O)N2CCOCC2)c1 (stereo unspecified)	6%	3%	4%	?	32	?	6%	9%	.
CC(=O)Nc1cc(-c2ccc(C(=O)N3CCOCC3)cc2)cn2c(-c3cccc(C(F)(F)F)c3)cnc12	1%	.	.	0%	0	0%	-3%	-5%	0%
CCN1CCN(Cc2ccc(NC(=O)Nc3ccc(OC)cc3)cc2)CC1	1%	-4%	0%	0%	-13	7%	0%	-8%	19%
COc1ccc(C(=O)NCCc2nnc3ccc(SCC(=O)N4CCOCC4)nn23)cc1	6%	0%	0%	?	-4	37%	-12%	7%	5%
Cc1ccc(CNC(=O)C(Cc2ccccc2)NS(=O)(=O)c2cccs2)cc1 (stereo unspecified)	0%	13%	0%	?	1	16%	-29%	-8%	-8%
O=C(Nc1cccc(C(F)(F)F)c1)C1Cc2c(-c3ccccc3Oc3ccccc3)ccnc2O1 (stereo unspecified)	?	.	.	18µM*	-23	?	?	-1%[57.1 µM]	?

2 entries from above, comma-delimited.
Structure,HT1080 IDH1KD tx,SW480 rerep,MCF10A rereplic,KB-V1 MDR tox,IL-1B inflam inh,KB-3-1 cytotox,HT1080NT lethal,WRN helicase inh,ATXN2 expr inh
Cc1ccc(-n2nc(C)c3c(C)cc(=O)[nH]c32)cc1,?,-12%,4%,?,21,13%,-10%,-1%,27%
O=C(/C=C/c1ccc(Cl)cc1Cl)N(Cc1ccccc1)C1CCS(=O)(=O)C1 (stereo unspecified),?,.,-1%,?,?,13%,-25%,-28%,-10%

Later entries.
SMILES	HT1080 IDH1KD tx	SW480 rerep	MCF10A rereplic	KB-V1 MDR tox	IL-1B inflam inh	KB-3-1 cytotox	HT1080NT lethal	WRN helicase inh	ATXN2 expr inh
COc1ccc(N=Cc2nc(-c3ccco3)oc2O)cc1	?	-4%	9%	1%	-22	-4%	-4%	-4%	-5%
Cc1ccccc1/C=C/C(=O)NCC(=O)N1CCC(N(C)C2CCCCC2C)CC1 (stereo unspecified)	-9%	4%	-5%	-5%	?	0%	-21%	-4%	.
COc1cc(CC(=O)N2c3ccccc3N=C(c3ccccc3)C2C(=O)NCc2ccccc2)cc(OC)c1 (stereo unspecified)	-14%	.	.	?	-14	-27%	-15%	-13%	.
Cn1nc(C(=O)NC2CCCCC2)c2c1-c1ccccc1S(=O)(=O)C2	7%	?	16%	-35%	?	1%	2%	-7%	1%
CC(C)[C@H](NS(=O)(=O)c1ccccc1)C(=O)OCC(=O)NC(=O)c1cccn1C	3%	-43%	-4%	-4%	25	21%	4%	6%	16%
CCOC(=O)N1CCN(S(=O)(=O)c2cccc3nsnc23)CC1	2%	-4%	-2%	0%	9	-11%	-10%	-16%	-15%
O=C(Nc1cc(=O)[nH]c(=O)[nH]1)c1cc(Cl)ccc1Cl	3.3µM*	21µM*	?	?	59	4.1µM*	?	-9%	4%
CC(C)(C)c1nc2c(s1)CCc1onc(-c3ccc(Br)cc3)c1-2	22%	?	-3%	0%	0	?	9%	-2%	6%
Cc1ccc([C@H]2C[C@@H](n3cc(C4CC4)nn3)[C@H](O)CN2Cc2cccs2)cc1	-5%	.	.	6%	3	?	-6%	-4%	-9%
CCCCNC(=O)N1CCCN(c2ccc(C#N)cn2)CC1	8%	-6%	-4%	4%	0	-5%	11%	5%	-1%
CCCCn1c(O)c2n(c1=O)Cc1ccccc1N=C2c1ccc(C)cc1	-3%	.	.	-23%	4	0%	0%	-7%	13%
S=C(NCCN1CCOCC1)Nc1ccc(-c2nc3ccccc3[nH]2)cc1	0%	-1%	1µM*	21%	0	?	-1%	7%	-21%
CN(C)CC1CCC/C(=C\c2ccc(OC(=O)c3ccc(Cl)cc3)cc2)C1=O (stereo unspecified)	2.9µM*	?	?	21µM*	-100*	?	?	-11%	-26%
CC(C)(C)c1ccccc1NC(=S)NCc1ccccc1	9%	1%	?	-10%	-1	-4%	6%	-11%	-21%
Cc1cc(Br)c2nc3c(c(C(=O)O)c2c1)CCCCC3	18%	-2%	9%	-6%	19	-1%	13%	-8%	12%
CC1CCCCC1NC(=O)COC(=O)c1ccc2c(c1)OCCO2 (stereo unspecified)	0%	-21%	5%	?	-3	19%	4%[9.24 µM]	1%	-4%
Cc1ccc(-c2nnc(SCC(=O)N/N=C/c3ccc(C)s3)n2-c2ccccc2)cc1	?	?	18µM*	21µM*	-23	?	?	-30%	-17%
O=C(CSc1nnc(CNC(=O)c2ccc(F)cc2)o1)NCC1CCCO1 (stereo unspecified)	2%	-8%	1%	?	0	13%	6%	-20%	-12%
Nc1nc(SCC(=O)NCCO)nc2sc3c(c12)CCCC3	22%	-3%	3%	4%	17	9%	-1%	1%[57.1 µM]	29%
CCn1c(=O)c(C(=O)NCCNCCO)c(O)c2ccccc21	-5%	-4%	-4%	-9%	-18	0%	-9%	6%	-31%
CN1CCC(N(C)C(=O)c2cccc(S(=O)(=O)N3CCc4ccccc43)c2)CC1	-5%	-5%	25%	10%	-24	-6%	-8%	14%	-10%
Cn1c(N)c(C(=O)COC(=O)c2ccnc3ccccc23)c(=O)n(C)c1=O	-4%	3%	2%	?	3	0%	-9%	-7%	11%
Cc1ccc(NC(=O)C(=O)NCCN2CCN(C(=S)Nc3ccccc3)CC2)cc1	0%	9%	0%	3%	-8	1%	5%	-5%	1%
Cc1cc(=O)[nH]c(NN=C(CC(C)C)CC(C)C)n1	4%	92%	-4%	?	16	5%	10%	-1%	-7%
CCCCn1c(SCC(=O)NC(C)CC)nc2ccc(N3CCOCC3)cc2c1=O (stereo unspecified)	3%	-9%	0%	3.3µM*	-5	7%	6%	5%	4%
C=CCn1nc2ccccc2c1OC	-3%	-9%	-2%	13%	19	24%	13%	-5%	12%
O=C(Nc1nc(COc2ccccc2)cs1)c1ccccc1F	-20%	-5%	-1%	0%	-6	-24%	-1%	-2%	32%
CS(=O)(=O)N1CCc2cc(C(=O)Nc3ccccc3)ccc21	-4%	-6%	?	-3%	.	-8%	0%	-6%	39%[activator]
CCOc1ccc(NC(=O)C2CCCN(S(=O)(=O)c3c(C)n[nH]c3C)C2)cc1 (stereo unspecified)	0%	-4%	0%	14%	22	?	0%	-1%	-17%
O=C(CC(Cc1ccccc1)C(=O)O)Nc1ccc(Cl)c(Cl)c1 (stereo unspecified)	-3%	18%	6%	-19%	-12	-25%	-6%	-21%	-22%
COc1ccc(S(=O)(=O)N2CCC(C(=O)Nc3ccc(S(=O)(=O)N4CCCC4)cc3)CC2)cc1OC	-6%	-475%[inhibitor]	-1%	-3%	-12	-7%	-12%	-7%	-5%
COc1ccc(Br)cc1/C=C/C(=O)OCC(=O)NCCc1ccc(S(N)(=O)=O)cc1	1%	-9%	7%	?	11	59%	0%	-7%	-15%
Cc1ccc(C(=O)NC(=S)NNC(=O)c2ccccc2)cc1	-25%	1%	9%	?	46	-5%	-19%	2%	.
COc1cc(S(=O)(=O)NC2CCCCC2)c(C)cc1C	-17%	-10%	-3%	3%	53	24%	3%	-3%	5%
C=CCOC(=O)C1=C[C@@H](c2csc3ccccc23)C[C@@H](OCCCCO)O1	7%	-26%	6%	-8%	10	0%	7%	-5%	-9%
O=C1NC2(CCCCCC2)C(=O)N1Cc1ccc(Br)cc1	-2%	1%	0%	-15%	22	-1%	7%	-6%	4%
COc1ccc(CCn2c(N3CCN(Cc4ccccc4)CC3)nc3c2c(=O)[nH]c(=O)n3C)cc1	0%	0%	1%	-19%	22	-8%	-4%	-5%	2%
C#Cc1ccc([C@@H]2C=C(C(=O)NC3CC3)O[C@H](OCCCCO)C2)cc1	14%	1%[9.22 µM]	?	-2%	2	3%	17%	2%	13%
COc1ccc(N2CCN(C(=O)Cc3cccs3)CC2)cc1	13%	3%[9.22 µM]	-1%	-1%	-24	30%	13%	1%	-3%
COc1ccc(C(=O)COC(=O)CCN2C(=O)C3C4CC(C(Br)C4Br)C3C2=O)cc1 (stereo unspecified)	9%	-6%	0%	2%	25	0%	15%	-1%	-16%
O=C(O)COc1ccc2oc3ccccc3c2c1	13%	-1%	?	5%	0	4%	26%	-8%	?
CCOc1nc(NC2CCCCC2)nc(NC(C)(C)C)n1	-11%	4%	-1%	0%	-10	-9%	0%	-5%	-7%
